Screening results deposited in PubChem BioAssay by NMMLSC.
GSH fluor – GSH bead compound fluorescence profile. AID 1776. GSH beads flow cytometry, compound fluorescence 488/530 nm; hits give high values. 190,000 compounds, 0.25% hits. fluorescence (KMESF) at 10 µM; in the data active = fluorescence above about 89;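 also: glutathione beads carrying GST-tagged Bcl family fusion proteins plus one bare bead set; values are compound well signal with DMSO vehicle wells as background; inactives centre near 16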
Bim-Bfl-1 – human Bim-Bfl-1 interaction inhibition | Q16548 | 190,000 compounds, 0.12% hits | Bead-based flow cytometry, Bim-Bfl-1 binding inhibition | inhibition, % at 10 µM;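 also: 0% = wells without compound plus tracer and 100% = blocker peptide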
RGS7-Gao – regulators of human RGS7-Galphao interaction; Multiplexed bead flow cytometry, RGS7-Galphao binding; actives lie on both sides; 220,000 compounds, 0.35% hits; binding response (% of control), % at 10 µM; AID 1439; P09471; in the data active = binding response below about 49% or above about 150%; inconclusive = no clear call, values can overlap the other calls; inactive = in between;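 also: fluorescent Galphao held in activated GDP-AlF4 state binding bead-coupled RGS7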
Target sequence (P09471 whole entry, looked up): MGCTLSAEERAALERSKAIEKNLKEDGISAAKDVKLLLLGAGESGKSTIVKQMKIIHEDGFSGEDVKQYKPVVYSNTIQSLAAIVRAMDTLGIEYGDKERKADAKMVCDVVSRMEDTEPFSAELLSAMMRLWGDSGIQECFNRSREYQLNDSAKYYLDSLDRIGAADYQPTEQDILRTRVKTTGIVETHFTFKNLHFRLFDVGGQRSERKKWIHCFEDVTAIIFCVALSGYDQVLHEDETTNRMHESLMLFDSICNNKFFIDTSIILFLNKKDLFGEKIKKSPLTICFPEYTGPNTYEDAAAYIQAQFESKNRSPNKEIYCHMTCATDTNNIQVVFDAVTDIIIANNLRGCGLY
RGS4-Gao reg – human RGS4-Galphao interaction regulation. 220,000 compounds, 0.33% hits. Multiplexed bead flow cytometry, RGS4-Galphao binding; actives lie on both sides. AID 1415. binding response (% of control), % at 10 µM. P09471; in the data active = binding response below about 49% or above about 150%; inactive = in between;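 also: fluorescent Galphao activated with aluminum fluoride binding bead-coupled RGS4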
Bcl-2 Bim block – human Bim-Bcl-2 interaction inhibition; AID 950; 190,000 compounds, 0.06% hits; inhibition, % at 10 µM; Bead-based flow cytometry, Bim peptide-Bcl-2 binding; in the data active = inhibition above about 40%; inconclusive = no clear call, values can overlap the other calls;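 also: 0% = no compound wells with probe peptide and 100% = reference peptide inhibitor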
ABCG2 block – blocks JC-1 efflux by human ABCG2 transporter | 190,000 compounds, 0.1% hits | IgMXP3 cells, flow cytometry | inhibition, % at 6.6 µM | Q9UNQ0;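 active = inhibition above 80%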;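 also: 0% = DMSO and 100% = nicardipine control wells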
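Times: 10 min at 25 °C | Test system: Two drug-resistant human cell lines, ABCG2 and ABCB1 | Quantity: 3 million cells/mL final, two lines in 1:1 ratio | Signal: Flow cytometry, 530 nm JC-1 signal | Dosing: Compound at 6.6 µM | Controls: Nicardipine and DMSO wells | Reagent: JC-1 as fluorescent efflux pump substrate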
Bcl-B Bim block – inhibitors of Bim-Bcl-B interaction, human | Q9HD36 | bead-based flow cytometry, Bim peptide-Bcl-B binding | inhibition, % at 10 µM | 190,000 compounds, 0.073% hits;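 also: 0% = tracer peptide without compound and 100% = reference inhibitor peptide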
Target sequence (Q9HD36 whole entry, looked up): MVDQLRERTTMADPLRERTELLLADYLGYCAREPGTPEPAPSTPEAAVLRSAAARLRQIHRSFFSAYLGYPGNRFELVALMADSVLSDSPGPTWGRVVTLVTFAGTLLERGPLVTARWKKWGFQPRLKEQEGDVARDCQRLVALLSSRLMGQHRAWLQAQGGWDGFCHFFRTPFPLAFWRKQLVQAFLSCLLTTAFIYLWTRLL
Avidin bead fluor – avidin bead compound fluorescence profile; fluorescence (KMESF) at 10 µM; 220,000 compounds, 0.38% hits; Avidin beads, compound fluorescence 488/530 nm, flow cytometry; hits give high values; in the data active = fluorescence above about 47; also: inactives centre near 10
Bcl-XL Bim block – disrupts Bim peptide binding to human Bcl-XL. Q07817. bead flow cytometry, fluorescence. inhibition, % at 10 µM. 190,000 compounds, 0.04% hits
Target sequence (Q07817 whole entry, looked up): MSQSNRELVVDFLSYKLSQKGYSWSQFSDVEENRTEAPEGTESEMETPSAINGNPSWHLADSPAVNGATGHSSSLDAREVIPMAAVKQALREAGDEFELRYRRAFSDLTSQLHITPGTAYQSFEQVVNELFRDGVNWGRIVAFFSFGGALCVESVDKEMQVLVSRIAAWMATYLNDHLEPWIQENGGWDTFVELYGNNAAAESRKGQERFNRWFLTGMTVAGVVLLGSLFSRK
Bim-Bcl-W – human Bim-Bcl-W interaction inhibition | inhibition, % at 10 µM | Q92843 | 190,000 compounds, 0.02% hits | bead-based flow cytometry, Bim peptide-Bcl-W binding | AID 952;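 also: 0% = bound tracer without compound and 100% = peptide blocker; higher means less fluorescent Bim peptide bound to Bcl-W beads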
Target sequence (Q92843 whole entry, looked up): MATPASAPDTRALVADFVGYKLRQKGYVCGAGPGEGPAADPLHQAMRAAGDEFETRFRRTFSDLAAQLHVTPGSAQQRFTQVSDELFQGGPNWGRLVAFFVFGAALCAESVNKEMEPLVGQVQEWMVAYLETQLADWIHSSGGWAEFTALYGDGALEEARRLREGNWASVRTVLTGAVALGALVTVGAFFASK
ABCB1 block – human ABCB1 inhibition, ABCG2 as counter-screen; CCRF-Adr cells, JC-1 efflux, flow cytometry; inhibition, % at 6.6 µM; AID 1326; P08183; 190,000 compounds, 0.067% hits; in the data active = inhibition above about 40%;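 also: 0% = vehicle and 100% = reference inhibitor; higher value means more JC-1 retained so stronger ABCB1 efflux block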
An asterisk follows results filed as active; ? = inconclusive; · = no result given; & = joins results of further samples. Rule as the data show it, unless noted: active = inhibition above about 40%.

SMILES	GSH fluor	Bim-Bfl-1	RGS7-Gao	RGS4-Gao reg	Bcl-2 Bim block	ABCG2 block	Bcl-B Bim block	Avidin bead fluor	Bcl-XL Bim block	Bim-Bcl-W	ABCB1 block
CCOCCCn1c(C)nc2c(c1=O)c1nc3ccccc3nc1n2CCC1=CCCCC1	16	0	100	103	1	15	-6	9	0	-1	1.4
CSc1cc(C)n(-c2ccccc2C)c(=S)c1C(C)=O	11	-3	101	102	0	-4	-4	39	-5	-6	-0.8
COc1ccc2ccccc2c1/C=N/NC(=S)NCCN1CCOCC1	17	-5	?	106	-1	3	-6	10	-2	-1	0.3
COc1ccc(NC(=O)c2cc(Cl)ccc2NC(=O)c2ccco2)c(OC)c1	30	-1	83	79	-1	0	0	2	0	-1	0.8
Cc1nc2ccccc2c2c1C(=O)N(c1cccc(C(=O)O)c1)C2=O	12	-4	?	98	-4	16	-2	12	2	1	0.9
CCN(CC)S(=O)(=O)c1ccc(N=Cc2c(C)c(C#N)c(=O)n(C)c2O)cc1	20	-15	103	102	-8	2	-13	13	-11	-8	-0.3
COc1ccc(N(CC(=O)NCCSc2ccccc2)S(C)(=O)=O)cc1	18	-5	103	98	0	1	0	10	1	1	0.4
CCOc1ccc(C(=O)Nn2cnnc2)cc1	8	-5	99	102	-3	2	-3	14	-3	-3	0.7
COc1ccc(Cl)cc1NC(=O)c1oc(C)nc1C	44	-8	105	101	-4	4	-6	4	-8	1	0.2
Cn1c(=O)c2c(SCC(=O)Nc3ccc4c(c3)OCCO4)nc(CC(C)(C)C)nc2n(C)c1=O	15	-5	97	96	-2	2	7	4	0	2	2.8
CC(=O)c1sc(NC(=O)CCOc2ccccc2)nc1C	25	0	102	106	0	5	0	10	-3	-1	0.3
Cc1c(C(=O)OCC(=O)NCC2CCCO2)cccc1[N+](=O)[O-] (stereo unspecified)	15	-9	?	98	-7	5	-6	9	-6	-4	0.3
O=c1ccc(C(F)(F)F)cn1Cc1cc(=O)n2cc(Br)ccc2n1	18	-8	99	89	-3	0	-12	16	-6	-6	0.3
COc1ccccc1-c1ccc(SCc2ccccc2)nn1	11	-5	105	102	0	4	-7	32	-1	-2	0.9
Cc1c(OCC(F)(F)F)ccnc1CS(=O)c1nc2ccccc2[nH]1 (stereo unspecified)	17&65	18&-3	118&104	102&102	2&-5	0&8	-44&-1	9&8	-11&-3	-4&-3	0.2
O=C(Nc1ccccc1C(F)(F)F)C1CC(=O)N(c2ccccc2F)C1 (stereo unspecified)	10	-7	91	86	-5	0	-5	7	-1	4	0.1
COCc1nnc(NC(=O)c2ccc(Cl)cc2[N+](=O)[O-])s1	4	2	106	84	-2	17	-9	1	-7	-1	1.4
Cc1ccc([N+](=O)[O-])cc1NC(=O)CN1CCCCC1	12	-15	104	101	-15	13	-12	7	-3	-2	0.3
COc1cccc(C(=O)NCc2ccc3[nH]c(C)cc3c2)c1	10	-5	113	102	0	-1	-6	42	-1	2	-0.3
CN1CCN(c2nc(Nc3ccc(O)cc3)nc3ccccc23)CC1	19	-5	102	104	0	5	0	9	-2	-1	-0.6
CCCC(C)c1nnc(NC(=O)CN2C(=O)c3ccccc3C2=O)s1 (stereo unspecified)	15	6	?	101	-7	8	-41	11	-17	-14	1.5
O=C(O)c1cccc(-c2ccc(/C=N/Nc3nn[nH]n3)o2)c1	67	0	101	101	-1	3	0	7	-2	0	-1.1
CCCCSc1nnc(-c2ccc(NC(C)=O)cc2)n1C	12	-5	102	99	-2	5	-11	15	-8	-7	0.0
CCOC(=O)COc1ccc2c(c1)c(C(=O)OCC)c(C)n2CC	31	-18	93	99	-14	19	-11	12	-10	0	2.0
Cn1c(=O)c(C(=O)NC2CCCCCCC2)c(O)c2ccccc21	7	0	80	79	-4	2	-1	6	1	-2	0.4
COCCOC(=O)c1[nH]c2c(c1C)C(=O)CC(c1ccccc1)C2 (stereo unspecified)	26	-8	97	101	2	3	-3	5	-1	3	0.3
Cc1ccc(Oc2cnc3ccccc3n2)cc1	16	-1	100	100	-1	1	0	32	0	0	0.3
CCN(CC)S(=O)(=O)c1cc(NS(=O)(=O)c2cccc(C(=O)O)c2)ccc1C	16	-5	?	103	0	1	-1	9	-2	1	0.5
CCC(C)NCCOCCOc1ccc(C)cc1OC (stereo unspecified)	24	0	102	100	0	6	-1	6	-2	-2	8.4
CCOC(=O)c1c(C)nc2ccc(Cl)cc2c1-c1ccccc1	4	-2	100	101	-3	8	-6	14	-6	-2	-0.2
CCOC(=O)C1NC(=O)CC1c1ccccc1 (stereo unspecified)	22	-10	104	102	-1	1	-5	4	-1	1	0.4
CC(=O)N1CCN(CC(=O)O)CC1	11	-3	99	102	-1	0	-1	18	-1	0	0.5
COc1cc(/C=N/N=C2/NC(=O)C(c3ccccc3)S2)ccc1O (stereo unspecified)	34	-7	104	104	-9	2	-5	12	-9	-4	-0.8
CCn1c(C)cc2c(c1=O)C(c1ccc3c(c1)OCO3)C(C#N)=C(N)O2 (stereo unspecified)	17	-2	114	105	-2	2	0	63*	-1	-2	0.1
COC(=O)c1cc(C(=O)c2cc(Cl)ccc2O)coc1=N	20	-5	112	105	0	13	-2	6	0	-2	1.2
CC(=O)NNC(=O)c1ccncc1	31	0	99	99	4	1	0	7	1	2	0.3
O=C(CC12CC3CC(CC(C3)C1)C2)NCO	60	-9	104	105	-5	1	-9	7	3	1	0.2
CN1CCN(CCC(=O)N/N=C/c2cc([N+](=O)[O-])ccc2OC(F)F)CC1	16	-8	101	103	-1	-1	-4	10	-2	0	-0.6
CCN1CCCC1CNC(=O)c1ccc(Sc2ccccc2Cl)c([N+](=O)[O-])c1 (stereo unspecified)	19	-4	97	100	-5	4	0	11	-1	-2	0.4
COc1ccc(CC(=O)NC2=NCCS2)cc1	16	-1	100	99	0	0	-3	38	-2	0	0.0
CCCCCc1c(C)nc(N2CCOCC2)[nH]c1=O	15	-2	98	101	-6	4	0	12	-1	-2	0.4
CC(=O)c1cnc2c(-c3ccccc3)cnn2c1C	13	-1	98	99	-1	2	0	32	0	0	0.2
CCCS(=O)c1nc(C)cc(C)c1S(C)(=O)=O (stereo unspecified)	16	-6	97	100	0	1	-4	8	-4	-1	0.1
CC(C)Cc1nc2sc3c(=O)[nH]cnc3c2c2c1CCC2	16	-1	98	98	-3	-1	-5	4	-13	-17	-0.2
Cc1ccc2nc(SCC(=O)NCc3ccco3)c(C)cc2c1	13	-7	101	100	-5	4	-6	10	-3	-2	0.7

Rewritten in markdown: 11 of the compounds above
| canonical_smiles | GSH fluor | Bim-Bfl-1 | RGS7-Gao | RGS4-Gao reg | Bcl-2 Bim block | ABCG2 block | Bcl-B Bim block | Avidin bead fluor | Bcl-XL Bim block | Bim-Bcl-W | ABCB1 block |
| --- | --- | --- | --- | --- | --- | --- | --- | --- | --- | --- | --- |
| COC(=O)c1cc(C(=O)c2cc(Cl)ccc2O)coc1=N | 20 | -5 | 112 | 105 | 0 | 13 | -2 | 6 | 0 | -2 | 1.2 |
| CC(=O)NNC(=O)c1ccncc1 | 31 | 0 | 99 | 99 | 4 | 1 | 0 | 7 | 1 | 2 | 0.3 |
| O=C(CC12CC3CC(CC(C3)C1)C2)NCO | 60 | -9 | 104 | 105 | -5 | 1 | -9 | 7 | 3 | 1 | 0.2 |
| CN1CCN(CCC(=O)N/N=C/c2cc([N+](=O)[O-])ccc2OC(F)F)CC1 | 16 | -8 | 101 | 103 | -1 | -1 | -4 | 10 | -2 | 0 | -0.6 |
| CCN1CCCC1CNC(=O)c1ccc(Sc2ccccc2Cl)c([N+](=O)[O-])c1 (stereo unspecified) | 19 | -4 | 97 | 100 | -5 | 4 | 0 | 11 | -1 | -2 | 0.4 |
| COc1ccc(CC(=O)NC2=NCCS2)cc1 | 16 | -1 | 100 | 99 | 0 | 0 | -3 | 38 | -2 | 0 | 0.0 |
| CCCCCc1c(C)nc(N2CCOCC2)[nH]c1=O | 15 | -2 | 98 | 101 | -6 | 4 | 0 | 12 | -1 | -2 | 0.4 |
| CC(=O)c1cnc2c(-c3ccccc3)cnn2c1C | 13 | -1 | 98 | 99 | -1 | 2 | 0 | 32 | 0 | 0 | 0.2 |
| CCCS(=O)c1nc(C)cc(C)c1S(C)(=O)=O (stereo unspecified) | 16 | -6 | 97 | 100 | 0 | 1 | -4 | 8 | -4 | -1 | 0.1 |
| CC(C)Cc1nc2sc3c(=O)[nH]cnc3c2c2c1CCC2 | 16 | -1 | 98 | 98 | -3 | -1 | -5 | 4 | -13 | -17 | -0.2 |
| Cc1ccc2nc(SCC(=O)NCc3ccco3)c(C)cc2c1 | 13 | -7 | 101 | 100 | -5 | 4 | -6 | 10 | -3 | -2 | 0.7 |

Later entries:
SMILES	GSH fluor	Bim-Bfl-1	RGS7-Gao	RGS4-Gao reg	Bcl-2 Bim block	ABCG2 block	Bcl-B Bim block	Avidin bead fluor	Bcl-XL Bim block	Bim-Bcl-W	ABCB1 block
Cn1cccc1Cc1nnc(SCC(=O)NCCc2ccccc2)n1C	15	-3	102	103	-2	13	-6	6	0	-3	0.1
COc1ccc(-c2cc(Nc3ccccc3NC(=O)C(F)(F)F)n(CCC#N)n2)cc1	10	-3	107	100	-3	21	-4	29	-6	-2	0.9
CCNC(=O)NC(=O)COC(=O)CCCSc1nc2ccccc2[nH]1	13	2	98	97	1	2	0	25	-2	-3	0.3
CCOc1ccc(CCNC(=O)c2cc3sccc3n2CC)cc1OCC	17	0	100	99	-3	31	-1	31	-2	0	2.8
O=C(CSc1nnc(C2COc3ccccc3O2)o1)N1CCCC1 (stereo unspecified)	18	2	?	100	-1	2	-35	11	-4	-1	0.6
Cc1ccc(-n2c(C)n[nH]c2=S)cc1	9	-12	119	115	-11	-2	-18	16	-10	-6	-0.5
CCOC(=O)c1c(C)nn(Cc2cccc(Cl)c2)c1N	17	-11	102	104	-2	·	-3	7	0	2	·
CC(=O)NNC(=O)c1sc(=S)n2c1[nH]c(=O)c1sccc12	14	17	95	100	0	-2	-36	10	-15	-6	-0.9
O=C(O)c1ccc(OC2CSC2)cc1	17	-11	105	106	-1	0	-5	9	0	4	0.1
CCC1CCCCN1Cc1ccc(N)cc1 (stereo unspecified)	15	-2	105	102	-2	3	0	10	0	0	0.3
COc1ccccc1OCCNC(=O)Nc1ccc(Br)cc1	11	4	97	100	1	9	1	7	1	2	-0.9
O=C(O)CSc1nc2c(c(=O)[nH]1)CCCC2	12	0	93	90	0	2	-3	17	-4	2	0.3
COc1cc(O)oc1C=Nc1ccccc1	30	-1	104	102	0	1	-2	10	-2	-3	-0.4
COC(=O)Cc1c(C)c2c(O)cc(C)cc2oc1=O	23	0	101	99	-1	2	-1	29	0	6	0.2
c1ccc(-c2csc3ncnc(N4CCOCC4)c23)cc1	13	-4	98	99	-5	5	-3	12	0	-2	-0.2
